Screening results: PubChem BioAssay, Sanford-Burnham Center for Chemical Genomics
Gli-Sufu block = Gli-Sufu pathway antagonists, primary screen, luciferase luminescence, Sufu-KO-LIGHT cells, uHTS | AID 588413, 2011 | Sufu-KO-LIGHT fibroblasts, Gli luciferase reporter luminescence | inhibition, % at 5 µM | 340,000 compounds, 0.74% hits;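 active = inhibition above about 55%, limit read from the data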;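 also: 0% = DMSO-treated cells and 100% = wells with medium but no cells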
UPR CHOP act = activators of apoptotic CHOP UPR arm, primary screen, cell-based, CHO-CHOP luciferase reporter, luminescence, uHTS; UPR activation; percent of tunicamycin response over DMSO baseline; activation, % at 10 µM; 330,000 compounds, 0.34% hits;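 active = at 10 µM dose, activation of 40% or more, normalized to positive control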;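 also: 100% = tunicamycin at 10 µg/mL and 0% = DMSO alone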
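Evaluation: % reporter activation, DMSO baseline versus tunicamycin full activation; System: CHO-CHOP luciferase reporter cell line; Input: 500 cells/well; Incubation: 6 h compound treatment, 37 °C; Measured by: Steady-Glo luciferase luminescence; Dosing: one dose, 10 µM in 0.5% DMSO; Buffer or medium: F12 medium, 10% FBS; Benchmarks: positive tunicamycin 10 µg/mL, negative DMSO alone.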
Jurkat NFkB inh = inhibitors of induced NF-kB luciferase reporter, primary screen, TCR NF-kB activation inhibitor project, cell-based, luminescence, uHTS; Jurkat, PMA/ionomycin-induced NF-kB luciferase reporter; inhibition, % at 4 µM; 330,000 compounds, 0.53% hits; AID 435003, 2010; in the data active = inhibition above about 50%
CCR6 antag = CCR6 receptor antagonists, primary screen, cell-based, CHO-K1, luminescence, beta-arrestin, uHTS. inhibition, % at 20 µM. CHO-K1 CCR6 PathHunter beta-arrestin, CCL20-stimulated. 340,000 compounds, 0.49% hits;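 active = compounds whose inhibition of the agonist-driven luminescence signal at 20 µM reaches about 50%, limit read from the data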;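 also: cells stimulated with CCL20 at 14 nM final; plate controls were DMSO with CCL20 for no effect and DMSO without agonist for full effect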
Target sequence (P51684 whole entry, looked up): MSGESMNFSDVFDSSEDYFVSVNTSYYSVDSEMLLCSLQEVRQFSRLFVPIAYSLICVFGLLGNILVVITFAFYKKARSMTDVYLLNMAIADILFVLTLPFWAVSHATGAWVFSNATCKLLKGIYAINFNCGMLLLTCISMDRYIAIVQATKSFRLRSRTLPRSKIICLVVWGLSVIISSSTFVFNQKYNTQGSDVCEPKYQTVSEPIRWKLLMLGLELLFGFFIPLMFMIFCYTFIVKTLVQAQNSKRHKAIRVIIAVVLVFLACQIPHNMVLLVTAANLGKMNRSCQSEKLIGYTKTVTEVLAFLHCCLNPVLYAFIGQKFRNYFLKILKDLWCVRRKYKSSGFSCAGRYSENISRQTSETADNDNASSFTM
CXCR6 inh = CXCR6 receptor inhibitors, primary screen, cell-based, beta-arrestin, luminescence, CHO-K1 PathHunter, 1536-well; inhibition, % at 20 µM; 360,000 compounds, 0.36% hits; in the data active = inhibition above about 34%, passing the limit was not always enough;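 also: antagonist mode with CXCL16 agonist at 10 nM final; 0% = 10 nM CXCL16 with DMSO and 100% = unstimulated wells without agonist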
Target sequence (O00574 whole entry, looked up): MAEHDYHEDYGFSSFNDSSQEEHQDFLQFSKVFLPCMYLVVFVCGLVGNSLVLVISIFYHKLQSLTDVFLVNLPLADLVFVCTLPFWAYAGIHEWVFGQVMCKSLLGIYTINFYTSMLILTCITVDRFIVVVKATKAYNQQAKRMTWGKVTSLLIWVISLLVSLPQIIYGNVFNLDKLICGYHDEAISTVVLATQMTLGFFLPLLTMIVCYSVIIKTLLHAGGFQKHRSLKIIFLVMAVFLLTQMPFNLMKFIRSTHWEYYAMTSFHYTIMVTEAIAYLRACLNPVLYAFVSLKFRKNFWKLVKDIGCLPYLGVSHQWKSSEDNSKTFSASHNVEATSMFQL
XBP1 UPR activ = activators of adaptive XBP1 UPR arm, primary screen, cell-based, CHO-XBP1 luciferase reporter, luminescence, uHTS. IRE1-XBP1 UPR activation; percent of tunicamycin response, DMSO as zero. activation, % at 20 µM. 330,000 compounds, 0.33% hits;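 active = versus positive control, 20 µM dose yields 30% or more activation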;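 also: 100% = tunicamycin at 10 µg/mL and 0% = DMSO only wells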
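Test system: CHO-XBP1 luciferase reporter cells | Buffer or medium: Serum-containing F12 medium, 10% FBS | Schedule: 6 h compound exposure at 37 °C, 5% CO2 | Detection: Steady-Glo luciferase glow luminescence, 10 min after reagent addition | Read-out basis: Activation, % of tunicamycin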
697 NFkB inh = inhibitors of PMA/ionomycin-induced NF-kB reporter, 697 cells, primary screen, B-cell NF-kB inhibitor project, cell-based, luminescence, uHTS; inhibition, % at 4 µM; 697 B-cell NF-kB luciferase reporter, 16 h; 330,000 compounds, 0.33% hits; in the data active = inhibition above about 35%
Mdm2-MdmX inh = inhibitors of human Mdm2-MdmX association, primary screen, cell-based, luminescence, split luciferase, SaOS-2, uHTS. AID 485346, 2010. 330,000 compounds, 3% hits. SaOS-2 split-luciferase Mdm2/MdmX complementation. inhibition, % at 8 µM. Protein Mdm4 (Homo sapiens) + E3 ubiquitin-protein ligase Mdm2 (Homo sapiens), …;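 active = inhibition of at least 50% at 8 µM in the primary screen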
EBI2 antag = EBI2 receptor antagonists, beta-arrestin recruitment, primary screen, cell-based, luminescence, 7a,25-OHC stimulation, uHTS; 7a,25-OHC stimulated; inhibition, % at 5 µM; 360,000 compounds, 0.81% hits; AID 651636, 2012; in the data active = inhibition above about 38%;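 also: enzyme fragment complementation signal reports receptor beta-arrestin coupling in cells; 0% = agonist plus DMSO wells and 100% = wells without agonist; some results beyond the cut were filed as inactive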
Target sequence (P32249 whole entry, looked up, the tested form may be a part): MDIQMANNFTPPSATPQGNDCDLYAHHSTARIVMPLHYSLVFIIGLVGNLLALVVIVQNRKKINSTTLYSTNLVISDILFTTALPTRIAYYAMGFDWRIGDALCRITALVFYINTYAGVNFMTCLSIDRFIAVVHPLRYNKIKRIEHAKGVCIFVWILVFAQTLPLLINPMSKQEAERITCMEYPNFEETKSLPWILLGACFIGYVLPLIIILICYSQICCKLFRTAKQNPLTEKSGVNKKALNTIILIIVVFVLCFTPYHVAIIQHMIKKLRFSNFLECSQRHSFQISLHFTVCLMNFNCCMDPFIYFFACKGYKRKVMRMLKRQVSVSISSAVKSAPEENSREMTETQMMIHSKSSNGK
* = called active by the depositor; . = no result given.

Every second line gives: Gli-Sufu block	UPR CHOP act	Jurkat NFkB inh	CCR6 antag	CXCR6 inh	XBP1 UPR activ	697 NFkB inh	Mdm2-MdmX inh	EBI2 antag
> OCC1(Cc2ccccc2)CCCN(C2CCCC2)C1 (configuration not stated)
→ -7	1.3	-2	-5	4	-8	11	6	-3
> Cc1c(C(=O)N2CCN(c3ccccc3)CC2)oc2c1C(=O)CC(C)(C)C2
→ 8	0.7	5	16	2	0	22	11	1
> CCOC(=O)C[C@H]1c2cc(F)ccc2S(=O)(=O)N1C1CCCC1
→ -3	1.2	18	3	3	-1	16	28	-5
> Nc1nc(OCC(F)(F)F)cc(Oc2ccccc2F)n1
→ -15	2.5	-18	-14	-8	-2	-12	-33	3
> CCC(=O)Nn1c(C2CCC2)nc2ccccc2c1=O
→ 0	1.0	-8	-3	-3	-5	-8	-31	1
> CC(=O)Nc1ccc(-n2nnnc2SCC(=O)Nc2cccc(NC(=O)c3ccco3)c2)cc1
→ 2	-0.8	4	20	-4	1	13	30	-3
> CCOc1ccccc1NC(=O)C1CCCCN1S(=O)(=O)c1ccccc1 (configuration not stated)
→ 8	-2.4	-16	6	3	-2	-21	-6	0
> CC(CNC(=O)Cn1ccc(N)nc1=O)c1ccccc1 (configuration not stated)
→ -37	-0.6	-7	-8	0	-2	3	-8	-3
> N#C/C(=C\c1ccc(Cl)cc1Cl)c1n[nH]c(Cn2cncn2)n1
→ 6	-0.4	-7	13	-6	-2	1	12	-4
> COc1cc2c(cc1OC)C(c1ccccc1)NCC2 (configuration not stated)
→ 9	0.6	14	8	5	-6	17	-9	2
> COc1ccc(C(=O)COC(=O)CNC(=O)c2ccc(C)s2)c(OC)c1
→ -2	-1.9	1	1	-1	-3	2	19	3
> Sc1oc(-c2ccccc2)cc1C=Nc1ccccc1
→ -35	6.2	-22	28	9	2	-12	-7	12
> CC(C)C(CC(=O)NCc1ccco1)c1ccco1 (configuration not stated)
→ 0	-0.9	-3	8	5	0	-31	-12	3
> COCCNc1nc(-c2cc3ccccc3o2)cs1
→ -108	6.4	-74	16	-22	-1	-62	-339	0
> CCOC(=O)CSc1nnc(CNc2cccc(Cl)c2)n1C
→ -7	-1.9	-2	-8	5	-2	-8	-20	-6
> COc1c(Br)cc(Br)cc1/C=N/NC(=O)c1cccnc1
→ 3	0.8	17	-4	-6	-5	-1	39	4
> CCN(CC)CCNS(=O)(=O)c1ccc2[nH]cc(C(=O)O)c(=O)c2c1
→ -26	0.9	-6	-4	2	0	4	-20	0
> Cc1ccc(Cl)c(OCC(=O)Nc2ccc(S(=O)(=O)NC3=NCCCCC3)cc2)c1
→ -10	-0.3	8	8	1	-1	2	10	15
> CC1CN(C(=S)NC(=O)c2ccco2)CC(C)O1 (configuration not stated)
→ 2	7.4	8	-1	1	-1	-14	8	-11
> COc1ccc(C(=O)N[C@H](C(=O)NCc2cccs2)C(C)C)cc1
→ -1	-0.7	-19	9	-4	2	-4	-5	-4
> O=C(O)c1ccc(S(=O)(=O)N2CCc3ccccc3C2)cc1
→ 0	1.3	-8	-3	-12	-3	-8	17	-8
> CN1C(=O)OC(C)(CCc2ccccc2)C1(C)O (configuration not stated)
→ 3	2.8	5	4	-1	0	14	10	-1
> Cc1ccc(S(=O)(=O)/N=C(\CN2CCOCC2)N2CCCC2)cc1
→ -17	0.1	17	15	2	-1	19	23	-2
> C=CCN1C(=O)c2ccc(C(=O)OCC(=O)N3CCN(c4ccccc4)CC3)cc2C1=O
→ -9	-1.5	1	4	9	-5	24	7	2
> Cc1nc(SCc2ccc(Cl)cc2)ncc1C(=O)O
→ -8	-0.7	-10	3	2	-3	9	1	-15
> C=CCOC(=O)C1CC=CCC1C(=O)Oc1ccc(F)cc1F (configuration not stated)
→ 1	-0.9	-4	7	2	0	16	14	-5
> COc1cc([N+](=O)[O-])ccc1N
→ -6	1.5	4	-2	-5	-3	2	-5	-17
> O=C(/C=C/c1ccccc1)Nc1cccnc1
→ -64	2.0	-91	11	-10	-5	-13	-72	13
> COC(=O)c1ccccc1NC(=O)Oc1ccc(F)cc1
→ -2	-0.1	0	3	6	0	-3	10	-7
> COc1cccc(N2CCN(C(=O)C3CCN(S(=O)(=O)c4ccc5c(c4)oc(=O)n5C)CC3)CC2)c1
→ 61*	0.8	-3	9	3	-4	8	2	5
> COCCN(C(=O)COC(=O)CCCOc1ccccc1)c1c(N)n(Cc2ccccc2)c(=O)[nH]c1=O
→ 0	-1.2	-6	11	0	-1	-4	11	-5
> Cc1ccsc1C(=O)N(C)C1CCS(=O)(=O)C1 (configuration not stated)
→ 1	2.5	6	3	4	0	19	-10	-3
> O=C(CN1C(=O)NC2(CCCCCC2)C1=O)Nc1ccc([N+](=O)[O-])cc1
→ 6	-0.4	5	18	3	-3	23	4	13
> COc1ccc(N(Cc2cc3cc(OC)ccc3[nH]c2=O)S(=O)(=O)c2ccc(NC(C)=O)cc2)cc1
→ 28	4.9	69*	-2	2	-1	-2	77*	-40
> COCc1cc(C)nc(OCC(=O)N/N=C\c2cc(C)n(-c3cccc(C(F)(F)F)c3)c2C)c1C#N
→ -3	5.5	-11	-6	7	-1	6	-2	13
> Cc1ccc(NC(=O)NC(=O)COc2ccc(Cl)cc2Cl)c(C)c1
→ -2	-0.3	-2	5	-7	2	-12	5	-5
> Cc1ccc2c(c1)C1(C(=O)N2C)N2CC3(C)CN1CC(C)(C2)C3=O (configuration not stated)
→ -9	-0.2	3	15	3	-2	-8	-13	-9
> COc1cc(NC(=O)c2cccc(S(=O)(=O)N3CCCCC3)c2)cc(OC)c1OC
→ -2	0.3	-100	3	0	-2	13	31	0
> COc1ccc(C(=S)N2CCCC2)cc1OC
→ 2	0.9	4	-10	-6	0	27	15	-3
> COc1ccc2c(c1)c1nc3ccccc3nc1n2Cc1ccc(OC(C)C)c(OC)c1
→ -1	2.5	10	17	3	-2	22	-19	26
> Clc1cccc(/C=N/Nc2nc(Cl)nc3ccccc23)c1
→ -103	8.4	-108	-1	-3	5	-78	-145	-5
> CCn1cc(C(=O)NCc2ccccc2F)c(=O)c2ccc(C)nc21
→ -2	-0.3	1	9	4	-3	23	19	9
> CC(=O)NNc1cc(N2CCOCC2)nc(N2CCOCC2)n1
→ -16	-2.3	-4	5	1	1	11	14	0
> CC12CN3CC(C)(CN(C1)C3c1ccccc1F)C2 (configuration not stated)
→ -21	7.6	-5	11	-8	1	-14	-10	-2
> FC(F)(F)c1ccc(-n2ccnc2)nc1
→ -3	1.4	5	15	-5	0	1	-45	1
> Cn1c2ccccc2c2nn(-c3ccccc3)c(=O)cc21
→ -9	0.5	-1	3	-2	0	21	5	-13
> CC(=O)N1CCCc2cc(S(=O)(=O)N3CCCC(C(=O)Nc4cc(C)ccc4C)C3)ccc21 (configuration not stated)
→ 4	0.7	11	7	0	-4	-13	40	7
> CCOc1ccc(S(=O)(=O)n2cc(-c3ccccc3)c(N)n2)cc1
→ -4	1.3	-30	7	0	3	-1	20	1
> Cc1cc(C)nc(NS(=O)(=O)c2ccc(N3C(=O)C4C5C=CC(C5)C4C3=O)cc2)n1 (configuration not stated)
→ 3	-0.5	6	23	-3	-1	-11	8	-8
> CC(C)Sc1nc2ccccc2[nH]1
→ -9	0.0	7	3	2	-1	7	11	-5
> O=C(NC1CCCCC1)c1cc(S(=O)(=O)N2CCCC2)ccc1Cl
→ -10	1.0	-8	10	1	-1	4	27	-13
> CCCc1nc2oc3ccccc3c(=O)c2c(=O)n1-c1ccccc1
→ -26	3.0	-106	-1	-22	0	-73	-102	-5
> CC1CCCCN1CC(=O)Nc1sc2c(c1C#N)CCC2 (configuration not stated)
→ 5	1.4	4	7	-9	-1	9	-2	-4
> CC(=O)Nc1cccc(Cl)c1C(=O)O
→ 1	3.4	3	7	-13	-6	-25	1	0
> O=C(OCc1ccccc1)c1ccc(Br)o1
→ -2	5.2	-20	1	-8	3	-33	-21	4
> Cc1ccc(CC(=O)NCc2ccc(F)cc2)cc1
→ -15	-1.2	47	7	6	-1	-19	58*	-16
> COc1ccc(CCN(C)CC(=O)Nc2ccc(F)c(Cl)c2)cc1OC
→ -14	1.8	8	1	-2	0	12	20	3
> CCOC(=O)C(C)Oc1nc(Oc2ccccc2)nc(N(C)C)n1 (configuration not stated)
→ 5	-1.4	3	13	5	-4	18	-8	-7
> C=CCn1c2ccccc2c(=O)c2cc(C#CC[C@@H](C)O)ccc21
→ -51	3.7	-144	15	6	11	-140	-90	-2
> O=C(CCSc1ccccc1)N1CCOCC1
→ -52	1.0	-48	4	0	-1	-77	-29	-8

In another format: entries from further up
smiles: CCOc1ccc(S(=O)(=O)n2cc(-c3ccccc3)c(N)n2)cc1
  Gli-Sufu block: -4	UPR CHOP act: 1.3	Jurkat NFkB inh: -30	CCR6 antag: 7	CXCR6 inh: 0	XBP1 UPR activ: 3	697 NFkB inh: -1	Mdm2-MdmX inh: 20	EBI2 antag: 1

smiles: O=C(CCSc1ccccc1)N1CCOCC1
  Gli-Sufu block: -52	UPR CHOP act: 1.0	Jurkat NFkB inh: -48	CCR6 antag: 4	CXCR6 inh: 0	XBP1 UPR activ: -1	697 NFkB inh: -77	Mdm2-MdmX inh: -29	EBI2 antag: -8

smiles: COc1cc(NC(=O)c2cccc(S(=O)(=O)N3CCCCC3)c2)cc(OC)c1OC
  Gli-Sufu block: -2	UPR CHOP act: 0.3	Jurkat NFkB inh: -100	CCR6 antag: 3	CXCR6 inh: 0	XBP1 UPR activ: -2	697 NFkB inh: 13	Mdm2-MdmX inh: 31	EBI2 antag: 0

Next entries:
Every second line gives: Gli-Sufu block	UPR CHOP act	Jurkat NFkB inh	CCR6 antag	CXCR6 inh	XBP1 UPR activ	697 NFkB inh	Mdm2-MdmX inh	EBI2 antag
> CCOC(=O)C1Oc2ccccc2C(C(=O)OC)=C1C(=O)OC (configuration not stated)
→ 6	1.9	.	42	16	0	12	-11	-4
> CCOC(=O)c1c(NC(=O)CSc2cccc[n+]2[O-])sc(C(=O)Nc2ccccc2)c1C
→ -61	0.6	-81	6	1	6	-27	-34	0
> CCCCCCC1/C(=N\NC(=O)c2ccccc2)CCC1C(=O)OC (configuration not stated)
→ -2	-0.8	-3	13	11	-1	-1	-6	-3
> Cc1cccc(Oc2nc(-c3cccc([N+](=O)[O-])c3)nc3ccccc23)c1C
→ 6	-0.7	-6	16	-1	4	-1	20	15
> CCCCCOC(=O)c1ccc(NC(=O)c2ccco2)cc1
→ -23	1.0	-16	-7	-5	-2	-7	-15	-4
> COC(=O)CNC(=O)COC(=O)Cc1ccc(Cl)cc1
→ 2	-2.1	-7	7	0	3	20	-10	5
> O=C(O)[C@@H]1Cc2c([nH]c3ccccc23)C2CCC(=O)N21 (some centres not stated)
→ -1	0.1	-9	7	-3	-3	-29	47	-14
> O=C1CCC(C(=O)Nc2nnc(C3CC3)s2)=NN1
→ -1	1.0	-7	-4	-10	0	7	13	0
> COc1ccc(S(=O)(=O)N2CCCC2)cc1C(=O)O
→ -7	1.5	-3	20	-2	-5	-7	-1	-10
